Screening data deposited in PubChem BioAssay by National Center for Advancing Translational Sciences (NCATS).
NPC1 prom act – NPC1 promoter activation | Huh7 NPC1 promoter luciferase reporter, 24 h | Potency, µM (series often up to 9.22 µM), for the others: at the top dose activation, most hits filed as activators | actives 2.4% (n = 320,000) | AID 485313;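 also: % of control where 0% means no effect; nearly all actives have a fitted effect of over 60% in size; reporter is driven by a mutant NPC1 promoter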
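Compounds in DMSO were transferred onto Huh7 NPC1-luciferase reporter cells pre-incubated 2 h; after 24 h at 37 °C, Amplite reagent was dispensed and luminescence recorded 10 min later.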
RORg inh – blocks mouse ROR gamma transcriptional activity; P51450; Drosophila S2 Gal4-RORgamma UAS-luciferase reporter, 20 h; Potency, µM (titrated, usually from 53.6 µM), for the others: top-dose activity change, negative = inhibition, hits mostly inhibitors; actives 5.4% (n = 310,000); AID 2551; also: % is scaled to controls: 0 for no effect and ±100 for the full control effect; nearly all actives have a fitted effect of over 60% in size
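A Gal4/UAS one-hybrid system in insect cells: metallothionein-promoter Gal4–ROR gamma fusion plus Photinus luciferase reporter. Copper sulfate 700 uM final, 20 hr ambient incubation, luminescent detection after 10 min with reagent.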
uPA generation – blocks generation of uPA at the cell surface | AID 540303 | Potency, µM (series often up to 38.3 µM), without a hit: at the top dose activity change, negative = inhibition, hits mostly inhibitors | cell surface uPA generation assay, qHTS | actives 0.31% (n = 330,000); active = well fitted inhibition curve with a large enough effect; inconclusive = small, poorly fitted or top-dose-only effect; inactive = no such curve, though single readings can be large or run the other way; tested in mouse RAW 264.7 cells; also: % is scaled to controls: 0 for no effect and ±100 for the full control effect; nearly all actives have a fitted effect of over 55% in size
FLuc counter – inhibits or activates purified firefly luciferase, miR-21 counter-screen. P08659. purified FLuc, Km substrates, luminescence inhibition. Potency, µM (doses to about 57.5 µM), inactives show top-dose activity change, negative = inhibition, most hits filed as inhibitors. actives 6.9% (n = 360,000);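 also: plate controls were vehicle for no effect and reference inhibitor for full effect; nearly all actives have a fitted effect of over 55% in size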
Target sequence (P08659 whole entry, looked up): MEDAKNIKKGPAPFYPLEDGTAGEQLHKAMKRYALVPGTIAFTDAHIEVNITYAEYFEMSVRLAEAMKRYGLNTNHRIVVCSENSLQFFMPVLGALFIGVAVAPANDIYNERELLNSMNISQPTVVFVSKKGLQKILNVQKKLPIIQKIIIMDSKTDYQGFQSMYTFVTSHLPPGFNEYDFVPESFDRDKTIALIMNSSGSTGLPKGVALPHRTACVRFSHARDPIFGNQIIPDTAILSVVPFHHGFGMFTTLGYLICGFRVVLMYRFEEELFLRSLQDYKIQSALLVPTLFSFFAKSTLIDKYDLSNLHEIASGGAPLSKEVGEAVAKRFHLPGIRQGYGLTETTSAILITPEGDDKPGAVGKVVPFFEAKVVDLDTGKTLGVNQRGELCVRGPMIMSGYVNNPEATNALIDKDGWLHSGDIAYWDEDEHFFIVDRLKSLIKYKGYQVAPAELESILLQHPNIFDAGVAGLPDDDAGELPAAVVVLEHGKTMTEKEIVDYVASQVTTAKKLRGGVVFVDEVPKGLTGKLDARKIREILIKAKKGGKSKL
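Purified P. pyralis luciferase (10nM final) with 10uM D-luciferin and 10uM ATP (Km levels) in 50mM Tris acetate pH 7.5, 10mM Mg acetate, 0.01% Tween-20, 0.05% BSA; qHTS 6-point titration, ~60 µM downward; luminescence read.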
MBNL1-CUG inh – inhibitors of human MBNL1 binding to CUG repeat RNA | Potency, µM (doses to about 57.5 µM), inactives show top-dose activity change, negative = inhibition, most hits filed as inhibitors | actives 0.036% (n = 280,000) | TR-FRET MBNL1-His/biotin-(CUG)12 binding, 665/545 ratio; active = well fitted inhibition curve with a large enough effect in the signal ratio, with a control signal flat, not every such curve was filed as active; inconclusive = small, poorly fitted or top-dose-only effect, or effect the other way, or a change in a side signal; inactive = no such curve, though single readings can be large or run the other way; the % refers to the signal ratio; also: % is scaled to controls: 0 for no effect and ±100 for the full control effect
Target sequence (Q9NR56 whole entry, looked up): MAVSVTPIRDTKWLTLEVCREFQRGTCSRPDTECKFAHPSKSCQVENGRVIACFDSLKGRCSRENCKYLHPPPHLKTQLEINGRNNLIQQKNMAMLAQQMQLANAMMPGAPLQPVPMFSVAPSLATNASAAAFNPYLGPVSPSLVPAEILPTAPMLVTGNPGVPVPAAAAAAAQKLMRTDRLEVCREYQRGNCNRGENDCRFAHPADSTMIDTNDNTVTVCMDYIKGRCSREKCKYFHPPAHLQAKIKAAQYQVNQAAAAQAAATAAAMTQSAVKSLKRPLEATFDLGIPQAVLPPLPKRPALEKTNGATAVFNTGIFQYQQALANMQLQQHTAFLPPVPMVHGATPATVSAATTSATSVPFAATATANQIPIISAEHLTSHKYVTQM
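Compounds (final 92 nM to 58 uM) are added to His-tagged MBNL1 and biotin-(CUG)12, then terbium anti-His antibody and streptavidin-XL665 (5 nM final). After 60 min at room temperature, the 665/545 nm ratio is read.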
BRCA1 expr up – BRCA1 expression activation; MCF7-BRCA1-FFLuc reporter, luminescence, 48 h; response scale: scaled: vehicle 0%, 10 µM genistein 100%; Potency, µM (top dose mostly 46.1 µM), for the others: top-dose activation, usual class: activators; actives 1.1% (n = 380,000); also: nearly all actives have a fitted effect of over 80% in size; some results filed as inactive show a strong effect at the top dose
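Quantitative HTS in MCF7 cells stably reporting BRCA1 expression via firefly luciferase. Compound treatment lasts 48 h at 37 °C in phenol-red free MEM. Activation is expressed relative to genistein at 10 microM and DMSO.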
Rab9 prom act – activates the Rab9 promoter. Huh7 Rab9 promoter-luciferase reporter, luminescence, 24 h. Potency, µM (top dose mostly 9.22 µM), for the others: at the top dose activation, negative = inhibition, most hits filed as activators. actives 2.8% (n = 320,000). AID 485297; also: % of control where 0% means no effect; nearly all actives have a fitted effect of over 60% in size
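Luminescence read-out: Huh7 cells stably expressing Rab9-luciferase, treated 24 h with compound at 37 °C, then lysed with luciferase reagent for 10 min at ambient before reading.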
Gal4-VP16 FLuc – inhibits Gal4-VP16 luciferase reporter, ROR gamma counter-screen | Drosophila S2 Gal4-VP16 UAS-luciferase, luminescence, 20 h | Potency, µM (series often up to 53.6 µM), for the others: at the top dose activity, negative = inhibition, hits mostly inhibitors | actives 3.5% (n = 310,000);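 also: Gal4-VP16 expression switched on by copper sulfate through the metallothionein promoter; % is scaled to controls: 0 for no effect and ±100 for the full control effect; nearly all actives have a fitted effect of over 50% in size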
ELG1 genotox – genotoxicity induction in ELG1-luciferase HEK293T cells. HEK293T ELG1-luciferase reporter, luminescence, 16 h. Potency, µM (top dose mostly 46 µM), without a hit: at the highest dose activity change, positive = activation, most hits filed as activators. actives 1.3% (n = 330,000). AID 504466; also: % of control where 0% means no effect; nearly all actives have a fitted effect of over 60% in size
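Cells (2,000/well) expressing the ELG1-luciferase fusion are dosed by pin tool and kept 16 hr at 37 °C, 5% CO2. Signal comes from ONE-Glo luciferase reagent after 30 min at room temperature.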
p53 reactivation – restores transcriptional activity of mutant p53 | H1299 p53-A138V BP100-luciferase reporter, luminescence, 24 h | Potency, µM (titrated, usually from 92.2 µM), for the others: at the highest dose activity change, positive = activation, usual class: activators | actives 0.063% (n = 320,000) | AID 504706; also: % of control where 0% means no effect; nearly all actives have a fitted effect of over 45% in size
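H1299 (p53-null), stable ts p53-A138V + BP100-Luc; 1000 cells/well, Opti-MEM/10% FBS; cpd 4 pt, 1:5; 24 h, 37 deg C, 5% CO2; detection reagent 10 min RT; luminescence.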
Active calls of the source: *; ? = inconclusive; · = no result given; [ ] = dose if it differs, or a comment. Unless noted, calls follow the shape of the dose curve; as a rule, active = well fitted curve in the direction sought with a large enough effect; inconclusive = small, poorly fitted or top-dose-only effect, or another doubt; inactive = no such curve, though single readings can be large; an effect the other way counts as inactive or inconclusive. Potency is read from the fitted curve at half-maximal effect.

SMILES	NPC1 prom act	RORg inh	uPA generation	FLuc counter	MBNL1-CUG inh	BRCA1 expr up	Rab9 prom act	Gal4-VP16 FLuc	ELG1 genotox	p53 reactivation
Cc1ccc(C(=O)Nc2nnc(CC(=O)N/N=C/c3ccncc3)s2)cc1	-16%	?	2%	?	·	?	18%	1%	3%	6%
CCn1cc([N+](=O)[O-])c(=O)c2cc(F)c(N3CCOCC3)cc21	-4%	-6%	-13%	-3%	14%	2%	-3%[1.84 µM]	-2%	5%	-8%
Cc1ccccc1N(C(=O)c1ccccn1)C(C(=O)NCc1ccccc1)c1ccncc1 (stereo not drawn)	4%	17%	-2%	-1%	-5%	5%	4%	-7%	0%	-2%
Cc1nn(-c2ccccc2)c(Cl)c1C(=O)NCc1cccs1	-2%	?	6%	2%	-5%	45%	-7%	18%	3%	-8%
CC(C)(C)c1ccc(OC(=O)c2ccc3snnc3c2)cc1	-2%	-4%	7%	?	-6%	-17%	-5%	?	0%	-8%
CN(c1ccccc1)S(=O)(=O)c1cccc(C(=O)Nc2cccc(C(=O)NC3CC3)c2)c1	-2%	·	-16%	1%	·	-22%	-1%	·	-9%	-8%
CCCCOC(=O)c1ccc(Nc2ccc([N+](=O)[O-])cn2)cc1	4%	14%	8%	2%	·	-3%	-1%	-6%	-2%	-7%
COc1ccc2o/c(=N/NC(=O)c3cccs3)c(C(N)=O)cc2c1	?	27%	-2%	?	?	?	?	-2%	14%	?
O=C(CSc1cc([N+](=O)[O-])cc(S(=O)(=O)Cc2ccccc2)c1)NC1CC1	0%	12%	0%	-12%	?	-26%	0%	-6%	0%	-2%
O=C(NNC(=O)c1ccncc1)Nc1ccc([N+](=O)[O-])cc1	7%	-4%	2%	-8%	?	-29%	0%	5%	-6%	-3%
COc1ccccc1OCCC(=O)OCC(=O)NC(C)c1ccccc1 (stereo not drawn)	-1%	2%	-9%	0%	-3%	14%	1%	-10%	1%	4%
Cc1ccc(NC(=O)C(=O)NCCOc2ccccc2Cl)cc1	1%	2%	4%	1%	2%	-20%	-2%	1%	0%	-3%
NC(=O)C(=O)N/N=C/c1c2ccccc2cc2ccccc12	0%	?	-8%	0%	10%	-49%	10%	-1%	-2%	-5%
O=C(CSc1ncccn1)NCc1ccccc1Cl	4µM*	?	-2%	27µM*	-11%	?	1.4µM*	?	18µM*	?
Cc1nn(C)c(C)c1NS(=O)(=O)c1cccc(Br)c1	-3%	·	1%	0%	·	-12%	2%	·	-2%	-9%
COc1ccc2c(c1)c1nc3n(c(=O)c1n2CC(=O)Nc1cc(C)[nH]n1)CCS3	-4%	-2%	·	-1%	-1%	·	-42%[inhibitor]	-11%	9%	3%
Clc1ccccc1-c1nnc(-c2cccs2)o1	2.2µM*	14%	-8%	9.5µM*	·	47%	1.3µM*	-5%	?	?
CC1CCN(C(=O)CCCNC(=O)Cn2cnc3sc4c(c3c2=O)CCCC4)CC1	-2%	-16%	0%	0%	2%	4%	11%	16%	0%	0%
O=C(Nc1ccc2c(c1)OCO2)C1CC(c2ccc(Cl)cc2)=NO1 (stereo not drawn)	4%	10%	4%	1%	0%	16%	2%	-1%	0%	-4%
CC(c1ccco1)N(C(=O)C12CC3CC(CC(C3)C1)C2)c1ccccn1 (stereo not drawn)	1%	4%	1%	5%	4%	-11%	-3%	-15%	-5%	-3%
O=C(c1ccc(CNS(=O)(=O)c2cccc(Cl)c2)cc1)N1CCCC1	0%	30%	2%	2%	0%	-4%	-1%	-8%	-8%	7%
CCOc1nc(-c2ccccc2Cl)ccc1C#N	-3%	13%	·	2%	7%	-16%	-6%	-6%	-2%	-6%
CCN(CC)S(=O)(=O)c1cccc(N=Nc2c(O)c3ccccc3oc2=O)c1	28%	0%	-2%	27µM*	2%	29%	16%	4%	-2%	12%
CC(C)C1C(C#N)=C(N)Oc2n[nH]c(C(C)(C)C)c21 (stereo not drawn)	-2%	21%	2%	0%	7%	-18%	-2%	-3%	-1%	9%
Cc1ccc(-c2csc(NC(=O)c3ccc(C)o3)n2)cc1	-1%	9%	2%	?	-10%[11.5 µM]	69%	-2%	4%	0%	-7%
COc1ccc(-c2csc(NC(=O)CN3C(=O)CCC3=O)n2)c(OC)c1	-1%	?	0%	?	-13%	-5%	-1%	3%	1%	-2%
Cc1ccc(C(=O)NNC(=S)NC(=O)c2ccco2)cc1	-12%	-5%	-1%	?	-4%	-58%	0%	-15%	1%	4%
COC(=O)c1cccc(NC(=O)c2ccc(S(=O)(=O)N3CCN(C)CC3)cc2)c1	-4%	31%	-6%	3%	-4%	2%	4%	8%	-2%	-2%
CC(CC(=O)NCc1ccc(Cl)cc1)c1ccccc1 (stereo not drawn)	0%	0%	-4%	4%	3%	-8%	0%	3%	-2%	8%
CC[C@]1(C(=O)OC)[C@H]2C(=O)N(C)C(=O)[C@H]2[C@H]2CN(C)C(=NC3CCCCC3)N21	·	·	18%	·	·	8%	·	·	5%	-2%
O=C(COC(=O)[C@@H]1CCCN1S(=O)(=O)c1ccccc1F)c1ccccc1	-3%	-5%	3%	1%	0%	-26%	3%	-17%	0%	5%
Cc1ccc(S(=O)(=O)/N=C2/NC(=O)/C(=C/c3ccccc3)S2)cc1	2%	?	2%	?	2%	-14%	-5%	-1%	-2%	1%
COC(=O)c1nonc1NCn1nnc2ccccc21	9%	10%	0%	1%	7%	0%	5%	-5%	0%	2%
COC(=O)c1c(NC(=O)CN(c2ccccc2)S(C)(=O)=O)sc2c1CCCC2	-3%	?	-2%	1%	-5%	-42%	-7%	-18%	-2%	-2%
O=C(Nc1nnc(CCS(=O)(=O)c2ccc3ccccc3c2)s1)c1ccc([N+](=O)[O-])cc1	2%	10%	0%	1%	4%	2%	-10%	4%	0%	-26%
CCOc1ncccc1C(=O)Nc1ccc2c(c1)OCCO2	·	·	-6%	·	·	-13%	·	·	10%	?
CCCSc1nnc(CNS(=O)(=O)c2ccc(C)cc2)n1C	2%	?	3%	3%	-6%	10%	4%	-8%	-5%	-11%
Cc1c(NC(=O)COc2ccc(C(C)C)cc2)c(=O)n(-c2ccccc2)n1C	0%	-1%	26%	-1%	0%	-4%	-7%	-12%	3%	9%
O=C(CNc1ccc(F)cc1)N/N=C1\CCc2ccccc21	-6%	-5%	4%	-16%	7%	-17%	11%	11%	2%	-4%
CCOC(=O)c1cnn(-c2nc(CC)nc3sc4c(c23)CCC4)c1N	-6%	-8%	-6%	0%	14%	-1%	6%	-1%	8%	-2%
CCOc1cc(N2CCOCC2)c(OCC)cc1NC(=O)COc1cccc(CC)c1	-3%	·	19%	8%	·	-32%	-12%	·	-7%	-10%
CC1=NN(C(N)=S)C(=O)C1N=Nc1cccc(C)c1 (stereo not drawn)	?	6%	10%	?	?	11%	?	0%	?	18%
COc1ccccc1C(C(=O)NCc1ccc(F)cc1)N(C(=O)c1csnn1)C1CC1 (stereo not drawn)	-1%	-3%	-5%	6%	2%	-10%	1%	1%	-2%	-4%
CCOC(=O)c1c(-c2ccccc2)nc2ccc(Cl)cn12	2%	-12%	-1%	?	-5%	-10%	7%	-2%	0%	5%
O=C(CCNS(=O)(=O)c1ccccc1)OCC(=O)c1ccc[nH]1	-2%	·	-4%	-1%	·	13%	-3%	·	-6%	7%
O=C(COC(=O)c1ccc(S(=O)(=O)N2CCCC2)cc1)NCc1ccco1	-7%	-3%	3%	5%	-8%	17%	1%	3%	4%	17%
C(=N\Nc1ncnc2sc3c(c12)CCC3)/c1ccncc1	1%	10µM*	1%	?	?	-75%	-3%	20µM*	7%	-21%
Cc1ccc2c(COC(=O)c3cnc(C)cn3)cc(=O)oc2c1	6%	-23%[10 µM]	·	?	0%	·	6%	0%	0%	1%
COc1ccc(/C=N/NC(=O)c2cc(C3CC3)[nH]n2)cc1OC	8%	-1%	-1%	?	12%	25%	-1%	1%	0%	6%
CN(C)/C=N/c1ncc(-c2ncc(C(F)(F)F)cc2Cl)cn1	1%	3%	-1%	-6%	-7%	-2%	20%	1%	9%	4%
COc1cc(C2C(C(=O)c3ccco3)=C(O)C(=O)N2c2cc(C)on2)ccc1OCc1ccccc1 (stereo not drawn)	-2%	2%	·	-11%	-2%	·	0%	-2%	-1%	11%
CC(C)(C)c1ccc(CSc2nc(N)cc(=O)[nH]2)cc1	15%	-45%	-3%	?	-14%	8%	4%	7.9µM*	?	2%
NC(=O)CSc1nnc(-c2ccncc2)n1-c1ccc(Cl)cc1	-7%	-34%	7%	3%	1%	-16%	1%	-12%	4%	-6%
